Screening results deposited in PubChem by National Center for Advancing Translational Sciences (NCATS).
D3 ag – D3 dopamine receptor (human) agonism; P35462; D3R DiscoveRx beta-arrestin cells, luminescence, 90 min; max activation, %; 410,000 compounds, 0.58% hits; AID 652048; in the data active = max activation above about 30%; also: 0% is about no effect; mostly tested at two doses, the higher about 12 µM
Target sequence (P35462 whole entry, looked up): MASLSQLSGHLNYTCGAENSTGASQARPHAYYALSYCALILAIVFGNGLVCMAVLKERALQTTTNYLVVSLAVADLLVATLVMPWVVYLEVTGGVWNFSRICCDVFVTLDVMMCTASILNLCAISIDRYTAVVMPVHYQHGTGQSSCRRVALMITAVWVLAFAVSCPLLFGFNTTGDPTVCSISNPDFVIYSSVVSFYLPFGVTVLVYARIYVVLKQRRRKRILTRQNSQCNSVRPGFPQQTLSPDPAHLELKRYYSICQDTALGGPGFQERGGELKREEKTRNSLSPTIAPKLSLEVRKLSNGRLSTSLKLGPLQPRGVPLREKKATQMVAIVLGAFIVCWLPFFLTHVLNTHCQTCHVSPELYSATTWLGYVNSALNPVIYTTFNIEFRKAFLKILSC
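Agonist-mode cell screen: cells plated at 1500/well and incubated overnight at 37 °C, then exposed to library compounds for 90 min at 37 °C. Detection reagent was added for 30–60 min at room temperature, and luminescence was read.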
PTHR1 ag – agonists of human PTHR1 parathyroid hormone receptor | Q03431 | 410,000 compounds, 0.075% hits | Potency, µM (series often up to 115 µM), for inactives: at the highest dose activation, hits mostly activators | HEK293 GP2 PTHR1 cells, GloSensor cAMP luminescence, 1 h; also: potency is read from the fitted curve at half-maximal effect; nearly all actives have a fitted effect of over 55% in size; some results filed as inactive show a strong effect at the top dose; inactives centre near -15; many of its hits are not listed in these tables
Target sequence (Q03431 whole entry, looked up): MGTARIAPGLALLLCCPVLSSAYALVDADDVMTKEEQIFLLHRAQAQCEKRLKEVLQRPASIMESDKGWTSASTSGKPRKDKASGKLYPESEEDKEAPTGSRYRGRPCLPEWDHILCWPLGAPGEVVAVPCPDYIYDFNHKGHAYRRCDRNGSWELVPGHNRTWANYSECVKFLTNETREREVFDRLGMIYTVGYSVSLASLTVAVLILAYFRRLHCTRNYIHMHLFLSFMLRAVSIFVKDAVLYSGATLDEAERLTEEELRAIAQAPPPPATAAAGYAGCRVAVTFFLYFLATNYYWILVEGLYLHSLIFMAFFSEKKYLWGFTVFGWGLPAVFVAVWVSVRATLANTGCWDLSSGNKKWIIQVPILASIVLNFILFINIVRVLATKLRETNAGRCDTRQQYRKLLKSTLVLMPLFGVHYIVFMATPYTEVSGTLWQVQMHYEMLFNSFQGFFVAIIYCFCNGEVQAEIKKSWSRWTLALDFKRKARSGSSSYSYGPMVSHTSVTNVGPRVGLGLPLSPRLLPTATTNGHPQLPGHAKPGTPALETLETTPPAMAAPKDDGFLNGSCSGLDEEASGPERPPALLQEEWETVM
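HEK-293-derived GP2 cells expressing PTHR1 and a GloSensor cAMP reporter, 3,000/well, plated overnight, given luciferin plus IBMX (each 0.5 mM as added) for 1 h at 37 °C, then compound for 1 h at 37 °C. Luminescence was read after 15 min at room temperature.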
KB-V1 cytotox – kills drug-selected multidrug resistant KB-V1 cells | KB-V1 MDR cells viability, CellTiter-Glo, 72 h | AID 1347076 | 400,000 compounds, 3.4% hits | Potency, µM (top dose mostly 46.1 µM), without a hit: top-dose activity change, negative = cytotoxicity, usual class: cytotoxic; also: potency is read from the fitted curve at half-maximal effect; % is scaled to controls: 0 for no effect and ±100 for the full control effect; nearly all actives have a fitted effect of over 60% in size
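Cytotoxicity via CellTiter-Glo luminescence after 72 h compound exposure at 37 degrees C. Cells: drug-selected KB-V1 line, DMEM phenol-red free plus 10% FBS. Compounds tested at multiple concentrations; normalized data fitted to concentration-effect curves.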
GLP1R inv ag – acts as inverse agonist at human GLP-1 receptor; Potency, µM (doses to about 38.3 µM), inactives show top-dose activity change, negative = inhibition, usual class: inhibitors; 410,000 compounds, 1.6% hits; P43220; HEK293 GLP-1R CRE-luciferase, luminescence, 24 h; GLP-1R form is constitutively active; AID 624417; also: potency is read from the fitted curve at half-maximal effect; % is scaled to controls: 0 for no effect and ±100 for the full control effect; nearly all actives have a fitted effect of over 55% in size
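Inverse agonism was detected as reduced cAMP-driven luciferase luminescence after 24 h compound treatment. The cells were HEK293 clones expressing constitutively active human GLP-1R with the reporter. Reporter-only and GPR119 cell lines served as counterscreen controls.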
TDP43 rescue – rescues yeast growth from TDP-43 toxicity. TDP-43 expressing yeast growth rescue, BacTiter-Glo, 24 h. Potency, µM (series often up to 46.1 µM), for inactives: at the top dose growth rescue (activation), usual class: activators. 410,000 compounds, 1.8% hits; also: potency is read from the fitted curve at half-maximal effect; % of control where 0% means no effect; nearly all actives have a fitted effect of over 50% in size
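Growth rescue of TDP-43-toxic yeast measured as ATP luminescence (BacTiter-Glo). Cells grown to mid-log in raffinose, induced in galactose at OD600=0.02, exposed to compound 24 hr at 30 deg C.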
DRD3 antagonist – D3 dopamine receptor (human) antagonism. 360,000 compounds, 2.5% hits. D3R cells, DiscoveRx beta-arrestin luminescence, antagonist mode; active compounds read low. P35462. max response, negative = inhibition, %; in the data active = max response below about -50%; inconclusive = no clear call, values can overlap the other calls; also: % is scaled to controls: 0 for no effect and ±100 for the full control effect; mostly tested at two doses, the higher about 12 µM
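Cells expressing the human receptor were seeded at 1500 cells/well, incubated overnight at 37 degrees C in 5% CO2, then exposed to library compounds with dopamine controls for 90 minutes at 37 degrees C before luminescent detection.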
GLP1R ag – activates the human GLP-1 receptor. P43220. HEK293 GLP-1R CRE-luciferase, luminescence, 4-6 h; cells express a hypersensitive GLP-1R form. Potency, µM (titrated, usually from 45.6 µM), for inactives: at the highest dose activation, usual class: activators. 380,000 compounds, 0.007% hits. AID 624172; also: potency is read from the fitted curve at half-maximal effect; % of control where 0% means no effect
HEK293 tox – cytotoxic in the GLP-1 receptor inverse agonist counter-screen | HEK293 cAMP-luciferase reporter cells, luminescence, 24 h | Potency, µM (doses to about 38.3 µM), without a hit: top-dose activity change, negative = inhibition, actives largely listed as inhibitors | 410,000 compounds, 0.13% hits | AID 624418;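 also: loss of luciferase light is scored as toxicity; potency is read from the fitted curve at half-maximal effect; % is scaled to controls: 0 for no effect and ±100 for the full control effect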
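Quantitative HTS format, 1536 wells, 200 cells/uL seeded. Compounds: 23 nL, 24 h, 37 °C. Detection: luciferase reagent, luminescence at 12 min RT; decreased signal taken as cytotoxic.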
aSyn yeast inh – rescues yeast growth from alpha-synuclein toxicity; Yeast expressing alpha-synuclein, growth rescue, BacTiter-Glo, 24 h; Potency, µM (series often up to 46.1 µM), inactives show at the highest dose growth rescue (activation), usual class: activators; 370,000 compounds, 0.14% hits; also: potency is read from the fitted curve at half-maximal effect; % of control where 0% means no effect; nearly all actives have a fitted effect of over 65% in size
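Galactose-induced alpha-syn yeast (OD600=0.02, raffinose-pregrown) + pinned cpd, 24 hr, 30 deg C; growth by BacTiter-Glo luminescence. Growth restoration scores as activation.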
Active calls of the source: *; & = joins results of further samples; [ ] = another dose, or the depositor's remark. Unless noted, calls follow the shape of the dose curve; as a rule, active = well fitted curve in the direction sought with a large enough effect; inconclusive = small, poorly fitted or top-dose-only effect, or another doubt; inactive = no such curve, though single readings can be large; an effect the other way counts as inactive or inconclusive.

Screening CCCCNC(=O)C(NC(=O)c1cccnc1OC)C(=O)c1ccccc1 (stereo not drawn) returned D3 ag 9.0, PTHR1 ag inactive, KB-V1 cytotox inconclusive, GLP1R inv ag 12.1%, TDP43 rescue 22.2%, DRD3 antagonist 10.2, HEK293 tox -3.0% and aSyn yeast inh 5.3%.
`COc1cccc(C(=O)Nc2nnc(-c3ccccc3)s2)c1OC` gave D3 ag 3.6, PTHR1 ag inactive, KB-V1 cytotox -0.1%, GLP1R inv ag -5.6%, TDP43 rescue inconclusive, DRD3 antagonist 13.0, GLP1R ag -2.1%, HEK293 tox -5.4% and aSyn yeast inh -7.4%.
COc1ccc(Cc2nnc(NC(=O)C3CCCO3)s2)cc1 (stereo not drawn) was read as D3 ag 1.2, PTHR1 ag inactive, KB-V1 cytotox 0.0%, GLP1R inv ag 102.0%[activator], TDP43 rescue 22.2%, DRD3 antagonist 15.2, GLP1R ag -2.3%, HEK293 tox -17.7% and aSyn yeast inh 1.7%.
Screening O=C(CSc1n[nH]c(-c2ccncc2)n1)c1ccccc1 returned D3 ag -4.7, PTHR1 ag -22.8%, KB-V1 cytotox -16.5%, GLP1R inv ag 17.5%, TDP43 rescue -25.0%, DRD3 antagonist -12.5, GLP1R ag 0.1%, HEK293 tox 0.2% and aSyn yeast inh 1.5%.
`COc1cc(C(=O)N/N=C(\C)Cc2ccccc2)cc(OC)c1OC` gave D3 ag -9.2, PTHR1 ag -3.9%, KB-V1 cytotox -1.4%, GLP1R inv ag inconclusive, TDP43 rescue -4.3%, DRD3 antagonist -8.5, GLP1R ag 21.6%, HEK293 tox inconclusive and aSyn yeast inh 1.5%.
CC1CCN(c2ccc3c(c2)S(=O)(=O)c2cccc(C(=O)NCc4cccc(F)c4)c2C3=O)CC1 was read as D3 ag 106.4*, PTHR1 ag inactive, KB-V1 cytotox -15.3%, GLP1R inv ag 19.4%, TDP43 rescue 6.5%, DRD3 antagonist 100.5, GLP1R ag 9.8%, HEK293 tox 6.8% and aSyn yeast inh 0.8%.
`Cc1ccc(C)c(SCC(=O)Nc2cccnc2Cl)c1` gave D3 ag 1.8, PTHR1 ag -2.2%, KB-V1 cytotox 10.6%, GLP1R inv ag -3.2%, TDP43 rescue inconclusive, DRD3 antagonist -7.5, GLP1R ag 10.2%, HEK293 tox -17.2% and aSyn yeast inh 12.9%.
Screening Cc1ccc2c(c1)C(c1ccccc1)N(C(=O)c1c(F)cccc1Cl)CC(=O)N2 (stereo not drawn) returned D3 ag -2.8, PTHR1 ag inactive, KB-V1 cytotox 5.5%, GLP1R inv ag inconclusive, TDP43 rescue -9.9%, DRD3 antagonist 8.4, GLP1R ag -4.1%, HEK293 tox 3.9% and aSyn yeast inh 10.8%.
CCOC(=O)CC(NS(=O)(=O)c1ccc(NC(C)=O)cc1)c1ccc(OCC)cc1 (stereo not drawn) was read as D3 ag -0.9, PTHR1 ag -3.3%[57.5 µM], KB-V1 cytotox 3.6%, GLP1R inv ag -15.7%, TDP43 rescue -10.9%, DRD3 antagonist 2.3, GLP1R ag 1.0%, HEK293 tox 11.8% and aSyn yeast inh -2.5%.
Screening O=C(CCN1CCOCC1)Nc1ccccc1 returned D3 ag 3.7, PTHR1 ag inactive, KB-V1 cytotox 11.8%, GLP1R inv ag 0.0%, TDP43 rescue 0.0%, DRD3 antagonist 12.0, GLP1R ag -9.6%, HEK293 tox -9.1% and aSyn yeast inh -0.9%.
`CC1CC(C)CN(S(=O)(=O)c2ccc3c(c2)CCN3C(=O)C2CC2)C1` (stereo not drawn) gave D3 ag 1.4, PTHR1 ag -26.7%, KB-V1 cytotox -19.8%, GLP1R inv ag 49.3%[activator], TDP43 rescue 16.9%, DRD3 antagonist 7.2, GLP1R ag 18.5%, HEK293 tox -1.9% and aSyn yeast inh -0.2%.
OCc1nc2ccc(Cl)cc2[nH]1 was read as D3 ag 6.2, PTHR1 ag inactive, KB-V1 cytotox 4.7%&2.6%, GLP1R inv ag 38.1%[activator], TDP43 rescue -23.0%, DRD3 antagonist 20.2, GLP1R ag 1.7%, HEK293 tox -5.7% and aSyn yeast inh -5.8%.
Screening C[C@H](CO)N1C[C@H](C)[C@@H](CN(C)S(=O)(=O)c2ccccc2)Oc2ccc(NC(=O)C3CCCCC3)cc2C1=O returned D3 ag 1.9, PTHR1 ag -12.8%, KB-V1 cytotox 11.4%, GLP1R inv ag 22.7%, TDP43 rescue -4.8%, DRD3 antagonist -24.4, GLP1R ag -4.7%, HEK293 tox -24.3% and aSyn yeast inh 6.7%.
CCOC(=O)Cc1csc(NC(=O)CSc2nnc(-c3ccc(F)cc3)o2)n1 was read as D3 ag 9.3, PTHR1 ag inactive, KB-V1 cytotox -9.4%, GLP1R inv ag -14.4%, TDP43 rescue 4.9%, DRD3 antagonist -18.5, GLP1R ag -0.8%, HEK293 tox 4.5% and aSyn yeast inh -11.2%.
For O=C(CN1CCCCC1)Nc1ccc(N2CCCCCC2)cc1 the results were D3 ag -19.5, PTHR1 ag inactive, KB-V1 cytotox inconclusive, GLP1R inv ag inconclusive, TDP43 rescue -15.0%[0.397 µM], DRD3 antagonist -29.8, GLP1R ag 15.4%, HEK293 tox -8.0% and aSyn yeast inh -3.4%.
`COCCCNC(=O)c1c(N)n(/N=C/c2cccnc2)c2nc3ccccc3nc12` gave D3 ag 5.7, PTHR1 ag -6.5%, KB-V1 cytotox -5.9%, GLP1R inv ag 5.1%, TDP43 rescue 7.1%, DRD3 antagonist 36.8, GLP1R ag 0.8%, HEK293 tox 4.6% and aSyn yeast inh 4.0%.
For O=C(COC(=O)C1CCN(c2ccc(C(F)(F)F)cn2)CC1)c1ccc(F)cc1 the results were D3 ag -14.6, PTHR1 ag -24.0%, KB-V1 cytotox -6.1%, GLP1R inv ag 8.7%, TDP43 rescue -10.2%, DRD3 antagonist 3.4, GLP1R ag 3.6%, HEK293 tox 4.7% and aSyn yeast inh -9.3%.
Screening O=C(Nc1ccc(NC(=O)C2CC2)nc1)c1ccccn1 returned D3 ag 7.2, PTHR1 ag inactive, KB-V1 cytotox 0.0%, GLP1R inv ag inconclusive, TDP43 rescue -0.2%, DRD3 antagonist 26.6, GLP1R ag -10.6%, HEK293 tox 3.5% and aSyn yeast inh -10.5%.
Cc1cc(OC(F)F)ccc1NC(=S)NCCc1ccccc1 was read as D3 ag -0.9, PTHR1 ag -7.6%, KB-V1 cytotox inconclusive, GLP1R inv ag inconclusive, TDP43 rescue inconclusive, DRD3 antagonist 9.2, GLP1R ag 7.8%, HEK293 tox inconclusive and aSyn yeast inh -3.3%.
`Cn1cccc1/C=N\NC(=O)C1COc2ccc(C(C)(C)C)cc2O1` (stereo not drawn) gave D3 ag 11.7, PTHR1 ag -26.1%, KB-V1 cytotox 29.5%, GLP1R inv ag 10µM*, TDP43 rescue 9.9%, DRD3 antagonist 13.0, GLP1R ag 13.9%, HEK293 tox 3.1% and aSyn yeast inh 0.0%.
For CCCNC(=O)C12CCC(C)(c3nc4cc(C)c(C)cc4nc31)C2(C)C (stereo not drawn) the results were D3 ag -1.3, PTHR1 ag inactive, KB-V1 cytotox -17.8%, GLP1R inv ag -17.3%[7.66 µM], TDP43 rescue -0.7%, DRD3 antagonist -5.4, GLP1R ag 2.6%, HEK293 tox -5.9%[7.66 µM] and aSyn yeast inh -23.8%.
`COc1ccc(/C=N/NC(=O)c2ccccc2Cl)cc1CSc1nc2ccccc2s1` gave D3 ag -24.9, PTHR1 ag inconclusive, KB-V1 cytotox 7.31µM*, GLP1R inv ag 0.0%, TDP43 rescue -10.0%, DRD3 antagonist -5.3, GLP1R ag 32.0%, HEK293 tox inconclusive and aSyn yeast inh 11.7%.
For O=c1cc(CSc2n[nH]c(=O)n2C2CC2)c2ccc(O)cc2o1 the results were D3 ag 9.3, PTHR1 ag -10.4%, KB-V1 cytotox 9.4%, GLP1R inv ag 8.7%, TDP43 rescue 0.3%, DRD3 antagonist 12.0, GLP1R ag 7.8%, HEK293 tox -10.3% and aSyn yeast inh 1.4%.
Cc1ccc(-c2ccc(=O)n(CC(=O)NCCC(C)C)n2)cc1 was read as D3 ag -5.5, PTHR1 ag 24.4%, KB-V1 cytotox -6.1%, GLP1R inv ag -6.1%, TDP43 rescue 17.0%, DRD3 antagonist 2.0, GLP1R ag 6.8%, HEK293 tox -1.5% and aSyn yeast inh 3.2%.
Screening Cc1nn(CC(=O)NCCN2CCOCC2)c(C)c1[N+](=O)[O-] returned D3 ag -0.7, PTHR1 ag inactive, KB-V1 cytotox 21.5%, GLP1R inv ag 7.4%, TDP43 rescue 5.2%, DRD3 antagonist 6.1, GLP1R ag -3.6%, HEK293 tox 2.8% and aSyn yeast inh -7.7%.
`COc1cc(/C=C/C(=O)OCC(=O)N2CCCCCC2)cc(OC)c1OC` gave D3 ag -4.0, PTHR1 ag inactive, KB-V1 cytotox -23.8%, GLP1R inv ag 19.0%, TDP43 rescue -0.9%, DRD3 antagonist -18.1, GLP1R ag 5.0%, HEK293 tox 4.4% and aSyn yeast inh -5.0%.
For O=C(CCC1N=C2c3ccccc3N=C(SCc3cccc(F)c3)N2C1=O)NCc1ccc(F)cc1 (stereo not drawn) the results were D3 ag -15.0, PTHR1 ag -24.6%, KB-V1 cytotox -12.5%, GLP1R inv ag -5.8%, TDP43 rescue 3.5% and HEK293 tox -2.4%.
Screening COc1cc(C(=O)NCC(c2ccco2)N2CCCC2)ccc1OCc1c(C)noc1C (stereo not drawn) returned D3 ag -2.2, PTHR1 ag inactive, KB-V1 cytotox 10.3µM*, GLP1R inv ag 3.1%, TDP43 rescue 0.7%, DRD3 antagonist inconclusive, GLP1R ag -6.6%, HEK293 tox 1.1% and aSyn yeast inh -2.0%.

A portion of the library; count on the stated rates, not on these rows.
